Sm TGR inh = qHTS Assay for the Inhibitors of Schistosoma Mansoni Peroxiredoxins; Schistosoma mansoni thioredoxin glutathione reductase (TGR), Q962Y6; purified TGR, DTNB reduction, TNB absorbance 405 nm; Potency, µM (series often up to 114 µM), without a hit: at the highest dose activity change, negative = inhibition, actives largely listed as inhibitors; 360,000 compounds, 3% hits; AID 485364, 2010; further: potency means the concentration at half of the fitted maximal effect; nearly all actives have a fitted effect of over 60% in size
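TGR 20 nM + NADPH 100 uM (dispensed conc.), cpd preinc 15 min RT; start with NADPH (500 uM addition) then DTNB (15 mM addition). Kinetic TNB absorbance, 405 nm filter. Four-parameter Hill fit across titration.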
AmpC inh detg = qHTS Inhibitors of AmpC Beta-Lactamase (assay with detergent) | Potency, µM (doses to about 114 µM), without a hit: at the top dose activity change, negative = inhibition, hits mostly inhibitors | 370,000 compounds, 0.041% hits | AID 485294, 2010 | AmpC hydrolysis of nitrocefin, absorbance 480 nm, 0.01% Triton;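 further: potency means the concentration at half of the fitted maximal effect; 0% = no-compound wells and -100% = no-enzyme wells; nearly all actives have a fitted effect of over 25% in size; some results filed as inactive show a strong effect at the top dose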
Target sequence (P00811 whole entry, looked up): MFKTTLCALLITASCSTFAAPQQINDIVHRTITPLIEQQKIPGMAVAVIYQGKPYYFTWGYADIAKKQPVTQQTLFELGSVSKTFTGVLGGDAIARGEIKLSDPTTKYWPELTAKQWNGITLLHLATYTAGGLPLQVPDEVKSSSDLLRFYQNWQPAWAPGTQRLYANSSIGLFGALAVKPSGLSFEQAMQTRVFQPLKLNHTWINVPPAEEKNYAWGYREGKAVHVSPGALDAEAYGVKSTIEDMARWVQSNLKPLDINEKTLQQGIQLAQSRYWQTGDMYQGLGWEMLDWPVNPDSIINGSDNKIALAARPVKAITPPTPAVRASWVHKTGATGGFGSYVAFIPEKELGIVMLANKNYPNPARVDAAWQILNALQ
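20 mM phosphate pH 7.0 + 0.01% (detergent screen) or 0.0001% Triton X-100; 5.3 nM AmpC reagent; cpd preinc 15 min RT; nitrocefin (800 uM stock) to start; A480 q20 s × 4 min; Activity was normalised to no-enzyme and no-compound control wells.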
HCV inh = qHTS Assay for Inhibitors of Hepatitis C Virus (HCV) | Huh7.5.1 HCVcc-Cre infection, luciferase reporter, 44 h | Potency, µM (doses to about 41.8 µM), inactives show at the top dose activity change, negative = inhibition, hits mostly inhibitors | 340,000 compounds, 3.4% hits | AID 651820, 2012; further: potency means the concentration at half of the fitted maximal effect
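1,000 cells/well; 4 h culture; + compound; + HCVcc-Cre (~0.5 moi); 44 h; luciferase substrate, RT 15 min; read 15 sec.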
AmpC inh no detg = qHTS Inhibitors of AmpC Beta-Lactamase (assay without detergent); P00811; AmpC nitrocefin hydrolysis, absorbance 480 nm, 0.0001% Triton; Potency, µM (titrated, usually from 57.1 µM), for the others: at the highest dose activity change, negative = inhibition, hits mostly inhibitors; 330,000 compounds, 0.52% hits; AID 485341, 2010;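 further: potency means the concentration at half of the fitted maximal effect; plate controls were no compound for no effect and no enzyme for full effect; nearly all actives have a fitted effect of over 20% in size; some results filed as inactive show a strong effect at the top dose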
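20 mM phosphate pH 7.0 + 0.01% (detergent screen) or 0.0001% Triton X-100; 5.3 nM AmpC reagent; cpd preinc 15 min RT; nitrocefin (800 uM stock) to start; A480 q20 s × 4 min; Activity was normalised to no-enzyme and no-compound control wells.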
HCMV antiviral = qHTS Assay for inhibitors of the human cytomegalovirus (HCMV) | 410,000 compounds, 4.5% hits | activity change, negative = inhibition, % at 57.5 µM | HFF cells, HCMV-luciferase reporter, 72 h; active compounds read low; in the data active means activity change below about -60%; inconclusive means no clear call, values can overlap the other calls; inactive means above about -39%
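Compounds were evaluated in HFFs infected with an HCMV luciferase reporter virus (MOI 1 PFU/cell). Luciferase in lysates collected 72 h post infection served as the replication measure.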
FBPA Giardia inh = qHTS Assay for Inhibitors of Fructose-1,6-bisphosphate Aldolase from Giardia Lamblia; Potency, µM (series often up to 59.6 µM), for inactives: at the highest dose activity, negative = inhibition, usual class: inhibitors; 290,000 compounds, 0.71% hits; A8B2U2; purified Giardia FBPA; AID 2451, 2010; further: potency means the concentration at half of the fitted maximal effect; nearly all actives have a fitted effect of over 55% in size
Target sequence (A8B2U2 whole entry, looked up): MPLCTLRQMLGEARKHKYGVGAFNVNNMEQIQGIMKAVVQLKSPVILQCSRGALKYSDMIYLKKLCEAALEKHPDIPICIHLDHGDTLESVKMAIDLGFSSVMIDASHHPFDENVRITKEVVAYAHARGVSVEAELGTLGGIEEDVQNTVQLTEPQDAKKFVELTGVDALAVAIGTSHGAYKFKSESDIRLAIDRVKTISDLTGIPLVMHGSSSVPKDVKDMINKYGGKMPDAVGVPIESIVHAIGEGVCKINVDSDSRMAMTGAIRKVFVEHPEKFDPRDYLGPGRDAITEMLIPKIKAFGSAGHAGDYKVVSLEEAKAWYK
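40 nM FBPA preincubated 10 min at RT with compound (up to 57.5 uM final), then substrate plus GAPDH/TPI/NAD/arsenate coupling and diaphorase/resazurin added. Fluorescence read after 20 min at RT, 525/598 nm.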
The depositor's hits bear a star; ? = inconclusive; nt = no result given; & = joins results of further samples; ! = not confirmed by another sample; [ ] = another dose, or the depositor's remark. Unless noted, the call rests on the fitted dose curve; in most records, active means well fitted curve in the direction sought with a large enough effect; inconclusive means small, poorly fitted or top-dose-only effect, or another doubt; inactive means no such curve, though single readings can be large; an effect the other way counts as inactive or inconclusive. Unless noted, on the % scale 0 is the no-effect control and ±100 the full control effect.

SMILES	Sm TGR inh	AmpC inh detg	HCV inh	AmpC inh no detg	HCMV antiviral	FBPA Giardia inh
CC(C)Oc1ccc(-c2nc3c(C#N)c[nH]n3c2NC2CCCCC2)cc1	-1%	1%	nt	nt	12	nt
CCN1C(=O)CC(N2CCN(c3ccc(C(=O)c4ccncc4)cc3)CC2)C1=O (configuration not stated)	-19%	-1%	12%	27%	?	8%
CCCC(CCC)C(=O)Nc1ccc2c(c1)N(C(=O)CCN1CCN(C)CC1)c1ccccc1CC2	-12%	3%	?	198%[activator]	-29	-6%
Cc1cccc(C)c1NC(=O)CSc1nnc(NC(=O)CN2CCOCC2)s1	-18%	-9%	3%	-6%	-26	-7%
CC1(C)CC(=O)C2=C(C1)OC(c1ccncc1)C(C#N)=C2N (configuration not stated)	?	-17%	6%	2%	-28	-11%
Cc1cccc(NC(=O)CN(C)S(=O)(=O)c2cccs2)c1	-9%	-2%	11%	-30%	5	-5%
Cc1ccc(S(=O)(=O)c2nc(C(C)(C)C)oc2N2CCOCC2)cc1	1.1µM*	-5%	-1%	-7%	-1	-27%
COc1ccc(NC(=O)CSc2nnnn2C2CCCCC2)c(OC)c1	-6%	-3%	-7%	-3%	6	nt
CC(C)C(NC(=O)C1CCCCC1)C(=O)NC1CCN(Cc2ccccc2)CC1 (configuration not stated)	12%	-6%	nt	-10%	nt	1%
CCN(CC)CCNC(=O)c1cc2cc(Br)ccc2s1	16%	4%	13µM*	12%	4	3%
O=C(NCc1cn2ccsc2n1)Nc1cccc(Cl)c1	1%[11.4 µM]	-9%	-1%	-23%	-8	7%
O=C(O)CCC(=O)N1CN2CN(C(=O)CCC(=O)O)CC([N+](=O)[O-])(C2)C1	14%	2%	22%	-1%	2	6%
NC(=S)N/N=C1\CC(n2nnn(-c3cccc(Cl)c3)c2=S)C2COC1O2 (configuration not stated)	-26%	6%	-3%	-38%	-24	-9%
CCCCNC(=O)C1CC(c2cccc(F)c2)=NO1 (configuration not stated)	24%	-9%	0%	-10%	69	8%
CC(C(=O)NCc1ccco1)n1nc(-c2ccccc2)c2cc(Cl)ccc21 (configuration not stated)	-22%	?	-10%	-21%	?	-1%
Cc1csc2ncnc(N3CCN(C(=S)Nc4ccc(C(F)(F)F)cc4)CC3)c12	6%	12%	-8%	-26%	-71*	-3%
O=C(NCCCN1CCOCC1)Nc1ccc(Cc2ccc(NC(=O)NCCCN3CCOCC3)cc2)cc1	1%	-10%	1%	127%[activator]	-17	12%
Cc1ccc2[nH]c(O)c(N=O)c2c1	4%	0%	6%	-28%	-30	-3%
COc1ccc(-c2nnn(-c3cc(Cl)cc(Cl)c3)c2N)cc1	-8%	-5%	?	-20%	-11	-1%
COCCNC(=O)c1ccccc1NC(=O)c1cccc([N+](=O)[O-])c1C	1%	-2%	-4%	-1%	-24	0%
S=c1[nH]nc(COc2ccccc2)n1/N=C/c1c(Cl)cccc1Cl	-7%	-13%	8%	-31%	-103*	20%
O=C(CSc1nc2ncccc2[nH]1)NC1CCCC1	9%	?	20%	-5%	14	?
COc1ccccc1N(CC(=O)Nc1ccccc1C(=O)N1CCCC1)S(C)(=O)=O	2%	-10%	8%	1%	0	6%
Cc1ccc2c(c1)CC1(CN2C)C(=O)OC(C)(C)OC1=O	-3%	0%	9%	-19%	-16	?
Cc1ccc(CC2CC(=O)N(c3ccc(Cl)cn3)C2=O)cc1 (configuration not stated)	5%	?	11%	-13%	-5	2%
Cc1ccnc(NS(=O)(=O)c2ccc3ccccc3c2)n1	-14%	-20%	11%	-17%	nt	-20%
CC(=O)c1cccc(NS(=O)(=O)c2ccc(NC(=O)N3CCCCC3)cc2)c1	-14%	6%	?	-28%	-71*	8%
NC1=NC(c2ccccc2)N=C(Nc2ccccc2)N1 (configuration not stated)	0%	-5%	nt	-26%	95	-7%
COc1ccc(C2CC(=O)N(CC(=O)Nc3cccc(C)c3C)c3ccccc3S2)cc1OC (configuration not stated)	-6%	-4%	nt	nt	-5	nt
O=C(Nc1ccn(Cc2c(F)c(F)cc(F)c2F)n1)c1ccc(COc2ccc(Cl)cc2Cl)o1	-16%	-7%	13µM*	-7%	-38	-4%
Cc1cc(C(=O)COC(=O)c2cccc(S(=O)(=O)N(C)C)c2)c(C)n1CC1CCCO1 (configuration not stated)	-5%	?	-17%	108%[activator]	-2	nt
Cc1cccc(NC(=O)c2cc(Cl)sc2Cl)c1C	6%	-14%	-2%	-12%	-26	2%
CCCN(CC1CC1)C(=O)CCc1nnc(C(OC)c2ccccc2)o1 (configuration not stated)	-5%	-1%	-2%	38%	14	2%
CCCc1cc2c(c(NC(C)=O)n1)c(=O)oc1ccccc12	-1%	-2%	1%	-42%	20	2%
CC12CC3(C)CC(C)(C1)CC(C(=O)NCCc1ccc(S(N)(=O)=O)cc1)(C2)C3	6%	-2%	-9%	-13%	-12	nt
Cc1ccccc1N1CCN(C2CCCN(C(=O)c3ocnc3C)C2)CC1 (configuration not stated)	-24%	-5%	nt	76%[activator]	?	nt
CCOCCc1c(O)nc(SC)[nH]c1=O	0%	-3%	1%	-7%	43	1%
CC(C)c1ccc(-n2c(O)c(C=NCCN3CCNCC3)c(=O)[nH]c2=S)cc1	-18%	-15%	5%	41%	26	10%
COC(=O)c1ccc(COC(=O)c2ccc(SC)cc2OC)cc1	-2%	-2%	-6%	14%	63	1%
COC(=O)C1=C(c2ccc(OC)c(OC)c2)C[C@@H]2CC[C@H]1N2C(=O)NCc1cc(C)oc1C(F)(F)F	1%	6%	-23%	135%[activator]	1	nt
CCNS(=O)(=O)c1ccc(NC(=O)Nc2ccccc2OC)cc1	-2%	2%	?	-21%	-21	-3%
CCCCOc1ccccc1NC(=O)CC1Nc2ccccc2NC1=O (configuration not stated)	?	2%	-10%	-28%	-23	-8%
CSc1ccc(C(=O)C2CCCN(C(=O)c3nn(C)c(=O)c4ccccc34)C2)cc1 (configuration not stated)	14µM*	?	13µM*	-7%	-25	0%
CCOC(=O)c1c(C)[nH]c(C(=O)NNC(=O)c2ccccc2F)c1C	nt	nt	?	-22%	97	nt
CCOc1ccccc1N(CC(=O)N1CCCC1)S(C)(=O)=O	2%	-14%	25%	-7%	13	7%
CCOCCc1nnc(NC(=O)Cc2ccc(Br)cc2)s1	2%	?	0%	-8%	17	0%
COc1cccc(NC(=O)C(=O)NCCCN2CCCC2=O)c1	5%	6%	10%	-39%	49	nt
CC(C)N(C)S(=O)(=O)c1ccc(Cl)c(C(=O)O)c1	-3%	?	-4%	-12%	?	5%

Structural class, the entries above containing a COOH group (two)
SMILES	Sm TGR inh	AmpC inh detg	HCV inh	AmpC inh no detg	HCMV antiviral	FBPA Giardia inh
O=C(O)CCC(=O)N1CN2CN(C(=O)CCC(=O)O)CC([N+](=O)[O-])(C2)C1	14%	2%	22%	-1%	2	6%
CC(C)N(C)S(=O)(=O)c1ccc(Cl)c(C(=O)O)c1	-3%	?	-4%	-12%	?	5%

Next section
SMILES	Sm TGR inh	AmpC inh detg	HCV inh	AmpC inh no detg	HCMV antiviral	FBPA Giardia inh
O=C(CSCCO)Nc1ccccc1	0%	0%	10%	nt	31	29%
Cc1cc(-c2ccc(C)c(S(=O)(=O)NCc3cccc(Br)c3)c2)on1	3%&12%	-3%&4%	-24%	-37%	-63*!	-3%
NC(=O)CN1CCN(C(=O)NC2CCCCC2)CC1	2%	?	2%	-9%	23	0%
COc1ccc(CNC(=O)C2Cc3cc(S(=O)(=O)N4CCCCCC4)ccc3N2C(C)=O)cc1 (configuration not stated)	2%	0%	nt	nt	11	nt
CCOC(=O)CSc1nnc(-c2ccccc2)c(=O)[nH]1	-7%	-3%	2%	-17%	9	-4%
O=C(CSc1ncn[nH]1)Nc1ccccc1C(=O)O	-27%	-18%	13%	-12%	23	-10%
N#CCCSc1ncnc2c1oc1ccccc12	?	-15%	?	-7%	-5	1%
O=C(COC(=O)c1cccs1)Nc1ccccc1C(F)(F)F	15%	0%	22%	54%	-31	7%
CCCCn1c(N)c(N(CCC(C)C)C(=O)COC(=O)/C=C/c2ccc(F)cc2)c(=O)[nH]c1=O	nt	nt	?	-29%	-25	nt
Cc1oc2cc3oc(=O)c(CCC(=O)NCCCN4CCOCC4)c(C)c3cc2c1C	-17%	-5%	1.6µM*	68%[activator]	1	-9%
Cc1ccc(S(=O)(=O)NNC(=O)CCC(=O)Nc2ccc(C)c(C)c2)cc1	-11%	-14%	?	8%	-30	3%
CC(=O)C1=C(O)C(=O)N(CCc2c[nH]c3ccccc23)C1c1cccc(O)c1 (configuration not stated)	-8%	-2%	-3%	-24%	56	2%
Oc1ccccc1N1CCN(c2nnnn2-c2ccccc2)CC1	-26%	-7%	19%	8%	23	0%
COc1ccc(S(=O)(=O)N2CCOC2CNC(=O)C(=O)NCc2ccco2)cc1OC (configuration not stated)	-29%	9%	-4%	17%	11	2%
CC(C)c1ccc(-c2nc(N3CCCCC3)[nH]c(=O)c2C#N)cc1	-14%	7%	11%	-12%	92	-2%
COc1cccc(CN2CCN(CCc3ccccc3)C(CCO)C2)c1OC (configuration not stated)	0%	1%	-12%	38%	19	3%
Cc1cccc(OCc2nnc(SCC(=O)N3CCN(C(=O)c4ccco4)CC3)n2C)c1C	-16%	?	-20%	54%	-3	2%
Cc1[nH]c(=O)[nH]c(=O)c1S(=O)(=O)NCC12CC3CC(CC(C3)C1)C2	3%	?	0%	-29%	19	1%
CCN(CC)c1nc2cc(C)ccc2cc1/C=C(\C#N)C(N)=O	2%	0%	?	31%	-10	-9%
Cc1ccc2[nH]c3c(c2c1)CN(C(=O)CN1CCCCC1)CC3	-10%	-9%	?	5%	50	-2%
O=C(NCCc1ccccc1)c1cccnc1N1CCCCCC1	5%	?	-1%	-4%	-17	6%
CCOC(=O)[C@H]1[C@H]2COc3cc(OC)ccc3[C@@H]2N2C(=O)N(c3cccc(F)c3)C(=O)[C@@]12C	nt	nt	-4%	-11%	?	nt
COc1ccc(/C(O)=C2/C(=O)C(=O)N(c3ncccn3)C2c2ccc(OC)c(OC)c2)cc1 (configuration not stated)	-24%	-9%	-1%&3%	-7%	6	-5%
COCCn1cnc2c1c(=O)n(CC(=O)OCC(=O)NCCCc1ccccc1)c(=O)n2Cc1ccccc1	-4%	1%	3%	342%[activator]	-9	1%
CC(Sc1ncn[nH]1)C(=O)NCc1ccccc1 (configuration not stated)	-1%	2%	13%	-10%	-99*	nt
Cc1cc(=O)n(C)c(=O)n1CCCCOc1ccc([N+](=O)[O-])cc1	?	10%	-27%	15%	-38	-1%

2 records drawn at random from those above:
SMILES	Sm TGR inh	AmpC inh detg	HCV inh	AmpC inh no detg	HCMV antiviral	FBPA Giardia inh
O=C(O)CCC(=O)N1CN2CN(C(=O)CCC(=O)O)CC([N+](=O)[O-])(C2)C1	14%	2%	22%	-1%	2	6%
Cc1ccc2c(c1)CC1(CN2C)C(=O)OC(C)(C)OC1=O	-3%	0%	9%	-19%	-16	?

Source: PubChem BioAssay
